DSG3 Ab inh: blocks pemphigus antibody binding to human desmoglein-3. P32926. 310,000 compounds, 0.48% hits. DSG3-coupled beads, scFv-anti-DSG3-GFP binding, flow cytometry; hits give low values. binding (percent of control), % at 10 µM;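 active = binding more than 3 SD below its plate's average and above zero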;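 note: hits lower antibody fragment binding to DSG3; some compounds called inactive have numbers as strong as hits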
Arrestin-AP2 inh: human beta-arrestin and AP2 interaction inhibition; 340,000 compounds, 0.31% hits; FITC-arrestin peptide / GST-AP2 beads, flow cytometry; AP2 beta2 appendage carries R879A mutation; AID 504490; inhibition, % at 10 µM;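 active = inhibition above a set limit, near 3 SD of compounds lacking own fluorescence, cut at about 54% in these data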;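 note: plate controls were DMSO wells for no effect and 5 µM unlabelled arrestin peptide for full effect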
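System: GST-AP2 R879A glutathione beads | Also added: FITC-arrestin peptide, 50 nM | Times: 12 min plus 1 h, RT | Signal: Bead flow cytometry, FITC channel | Buffer or medium: PBS with 0.05% Tween 20 and 0.1% BSA | Read-out basis: Percent drop in bead-associated FITC signal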
Keap1-Nrf2 PPI: disrupts human Keap1 binding to Nrf2 peptide | Q14145 | Keap1 Kelch-Nrf2 peptide fluorescence polarization, 1536-well | inhibition, % at 9.4 µM | 340,000 compounds, 0.15% hits | AID 504523; in the data active = inhibition above about 12%;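 note: human Keap1 Kelch domain with fluorescein labeled Nrf2 9mer peptide probe; 0% = neutral control wells and 100% = peptide positive control; higher means more block of Keap1 binding to Nrf2 peptide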
CAL PDZ FP-1: inhibitors of human CAL PDZ peptide binding; Q9HD26; purified CAL PDZ, TMR-peptide fluorescence polarization, 1 h; inhibition, % at 20 µM; 330,000 compounds, 0.02% hits; AID 504414;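 active = highest replicate inhibition of at least 40%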;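 note: plate controls were DMSO neutral control wells for no effect and unlabeled competitor peptide control wells for full effect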
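Read-out basis: mP drop reported as inhibition | Assay system: Tagged CAL PDZ protein CerCALP, purified | Benchmarks: Unlabelled peptide for full inhibition, DMSO wells as neutral | Schedule: 1 h incubation at room temperature before polarization reading | Buffer or medium: Sodium phosphate/NaCl buffer pH 7.4 with TCEP, IgG, Thesit | Doses: Single point, 20 µM | Measured by: Fluorescence polarization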
NSD2 inh: blocks human histone methyltransferase NSD2 | O96028 | 310,000 compounds, 0.54% hits | NSD2 peptide methylation, AlphaScreen, 120 min | inhibition, % at 12.5 µM; in the data active = inhibition above about 50%
Target sequence (O96028 whole entry, looked up): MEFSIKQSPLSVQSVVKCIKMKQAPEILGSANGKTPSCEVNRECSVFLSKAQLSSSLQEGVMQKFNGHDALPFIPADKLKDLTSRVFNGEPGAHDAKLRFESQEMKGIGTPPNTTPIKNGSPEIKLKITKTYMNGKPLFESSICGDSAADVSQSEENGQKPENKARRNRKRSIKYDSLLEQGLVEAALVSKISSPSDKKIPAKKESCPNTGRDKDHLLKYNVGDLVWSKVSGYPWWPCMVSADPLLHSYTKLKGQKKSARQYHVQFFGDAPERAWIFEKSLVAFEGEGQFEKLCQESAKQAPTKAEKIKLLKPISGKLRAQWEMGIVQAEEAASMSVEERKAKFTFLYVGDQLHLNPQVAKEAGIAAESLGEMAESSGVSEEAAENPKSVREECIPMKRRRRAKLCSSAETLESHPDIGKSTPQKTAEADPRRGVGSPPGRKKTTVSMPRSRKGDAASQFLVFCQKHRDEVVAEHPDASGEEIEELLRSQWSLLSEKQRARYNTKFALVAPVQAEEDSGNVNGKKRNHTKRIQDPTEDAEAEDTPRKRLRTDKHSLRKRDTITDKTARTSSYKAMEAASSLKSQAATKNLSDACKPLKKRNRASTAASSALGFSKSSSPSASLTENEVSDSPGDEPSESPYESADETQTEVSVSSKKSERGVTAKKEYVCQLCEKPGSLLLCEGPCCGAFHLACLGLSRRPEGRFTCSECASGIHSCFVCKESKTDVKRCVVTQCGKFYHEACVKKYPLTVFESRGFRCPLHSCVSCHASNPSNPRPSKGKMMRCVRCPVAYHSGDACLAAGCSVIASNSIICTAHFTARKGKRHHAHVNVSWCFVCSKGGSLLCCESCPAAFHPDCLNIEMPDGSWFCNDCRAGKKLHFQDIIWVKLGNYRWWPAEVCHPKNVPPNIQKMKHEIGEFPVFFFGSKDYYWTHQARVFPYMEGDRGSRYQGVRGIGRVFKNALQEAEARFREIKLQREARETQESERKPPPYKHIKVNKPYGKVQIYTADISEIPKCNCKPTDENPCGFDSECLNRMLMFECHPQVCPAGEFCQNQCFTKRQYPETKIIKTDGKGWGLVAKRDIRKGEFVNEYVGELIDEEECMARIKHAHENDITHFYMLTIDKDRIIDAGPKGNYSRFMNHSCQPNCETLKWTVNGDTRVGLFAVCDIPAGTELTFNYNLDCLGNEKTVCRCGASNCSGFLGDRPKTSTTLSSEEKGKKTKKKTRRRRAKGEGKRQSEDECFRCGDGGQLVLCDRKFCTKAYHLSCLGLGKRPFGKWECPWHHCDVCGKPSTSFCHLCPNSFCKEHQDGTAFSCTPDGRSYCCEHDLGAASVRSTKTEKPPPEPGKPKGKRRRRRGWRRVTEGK
CAL PDZ FP-2: inhibitors of human CAL PDZ peptide binding; purified CAL PDZ, TMR-peptide fluorescence polarization, 1 h; inhibition, % at 24.9 µM; 300,000 compounds, 0.92% hits; AID 602252;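 active = mean inhibition of at least 30% with at least half of replicates also reaching 30%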;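 note: 0% = DMSO neutral control and 100% = excess unlabeled competitor peptide PRC23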
V-ATPase pHluor: yeast V-ATPase proton transport regulation by pHLuorin; S. cerevisiae, pHLuorin cytosolic pH fluorescence; response, % at 10 µM; 350,000 compounds, 0.37% hits; in the data active = response mostly above about 7.3%, no sharp cut-off; inactive = mostly below about 5.4%; note: actives read high; inactives centre near 0; some compounds called inactive have numbers as strong as hits
DAGLB inh: blocks human DAGLB lipase activity; 340,000 compounds, 0.059% hits; inhibition, % at 5.17 µM; AID 504411; HEK293T DAGLB membrane lysate, EnzChek fluorogenic substrate; in the data active = inhibition above about 34%;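 note: 0% = enzyme with vehicle and 100% = wells lacking enzyme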
LANA DNA inh: inhibitors of KSHV LANA C-terminal domain DNA binding. MBP-C-LANA/FAM-LBS DNA binding, fluorescence polarization. inhibition, % at 9 µM. 340,000 compounds, 0.078% hits;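 active = highest replicate inhibition at or above 60% at 9 µM, even if other replicates fall short; inactive = all replicates below 60% inhibition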;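 note: 0% = neutral control wells and 100% = 4 µM acridine orange control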
Cardiac RTF inh: cardiac RTF calcium desensitization; IANBD-labeled cardiac RTF, Ca2+ fluorescence; 340,000 compounds, 0.12% hits; inhibition, % at 7.15 µM;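 active = inhibition above the mean inhibition of all tested compounds plus 3 SD, cut at about 17% in these data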;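 note: assay run at fixed EC70 calcium of 1.6 mM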
* = called active by the depositor; nt = not tested or not shown. An excerpt; count on the stated rates, not on these rows.

Values run as follows: DSG3 Ab inh	Arrestin-AP2 inh	Keap1-Nrf2 PPI	CAL PDZ FP-1	NSD2 inh	CAL PDZ FP-2	V-ATPase pHluor	DAGLB inh	LANA DNA inh	Cardiac RTF inh
1) CCOc1ccc(C(=O)N/N=C(\c2ccccc2)c2ccccn2)cc1
    102	-2	0	-7.2	21	-8	3	-2	-0.5	1
2) O=C(N/N=C/c1oc(O)c2ccccc12)c1ccccc1O
    103	35	-2	-2.2	1	-1	1	0	2.2	3
3) COc1ccc(NC(=O)CSc2nnc3ccc(-c4cccnc4)nn23)cc1
    94	-3	-1	-2.5	0	-8	0	1	-0.9	-5
4) CCOc1cccc(OCCOCCN2CCCC2)c1
    103	12	-3	nt	-1	-5	3	-2	-1.8	4
5) CCN(CC(=O)Nc1ccc(OC)cc1)C(=O)c1cccc(S(=O)(=O)N2CCN(c3ccccc3)CC2)c1
    105	nt	nt	nt	4	nt	1	-3	nt	nt
6) CC(=O)Nc1cccc(C(=O)OCc2ccccc2)c1
    nt	-4	-5	-1.1	57*	-2	3	-2	-1.1	-15
7) O=C1CC(c2ccc(Cl)cc2)Oc2ccc(Cl)cc21 (centres undefined)
    94	-9	-2	0.1	-1	-3	-3	-21	0.4	-7
8) COc1ccc2[nH]c(C)c(CCNC(=S)Nc3ccccc3OC)c2c1
    94	-3	-1	-0.6	4	5	-4	0	-1.1	-25
9) CC(C)c1cc(=O)[nH]c(N2CCN(Cc3ccc4c(c3)OCO4)CC2)n1
    121	31	-4	0.2	2	1	-4	-2	0.3	-1
10) COc1ccc(/C=C2\CCCCC2=O)cc1
    105	4	-1	-0.2	0	nt	-1	-2	-1.1	0
11) CCc1c(C)nc(SCC(=O)c2cccs2)c(C#N)c1C
    116	2	2	-0.8	nt	-3	-3	1	1.0	-19
12) O=C1CC(Cc2ccccc2)C(=O)N1c1ncccn1 (centres undefined)
    107	20	-1	-0.2	-4	1	0	0	2.9	-8
13) CSc1ncccc1C(=O)OCC(=O)Nc1ccc(C)c(S(=O)(=O)N2CCOCC2)c1
    100	0	-1	-0.4	nt	-6	0	-2	1.3	6
14) CNS(=O)(=O)c1cc(N(C)S(=O)(=O)c2ccc(C)cc2)c(C)cc1C
    107	-2	-1	-0.8	-1	-5	0	-1	-0.3	9
15) O=C1NCCN(Cc2ccc(Cl)c(F)c2)C1CC(=O)N1CCCCO1 (centres undefined)
    103	2	-5	-1.5	1	1	1	1	1.3	-3
16) Cc1ccc(N=C(NO)c2cnccc2C(F)(F)F)c(C)c1
    111	-1	-5	-0.6	0	-4	-3	0	-0.7	-8
17) N#Cc1cccc(CN2CCCN(Cc3ccc(F)cc3)S2(=O)=O)c1
    99	31	2	-1.2	-2	1	7	0	-0.6	-7
18) CCOC(=O)c1c(NC(=S)Nc2ccc(Cl)cc2)sc2c1CCN(C)C2
    275	-2	-28	-13	1	-14	4	-6	-3.5	-8
19) NC(=O)c1nsc(C(=O)N(Cc2cccnc2)C(C(=O)NC2CCCC2)c2ccc(F)cc2)c1N (centres undefined)
    nt	6	-1	-1.5	nt	-4	4	1	0.7	9
20) COc1cc(C(=O)N2CCN=C2c2ccccc2)cc(OC)c1OC
    95	2	5	-2.0	2	-2	0	-4	2.1	-9
21) Cc1ccc(S(=O)(=O)N2CCC(C(=O)OC(C)C(=O)N(C)c3ccccc3)CC2)cc1C (centres undefined)
    96	-5	0	0.3	-1	5	2	-3	-0.2	-2
22) Cc1cc(NC(=O)CSCC(=O)Nc2ccc(C)c(C)c2)no1
    114	24	0	-0.8	0	5	3	-2	-1.7	-7
23) COc1ccc(N2CCN(C(c3cc4ccc(C)cc4[nH]c3=O)c3nnnn3C3CCCC3)CC2)cc1 (centres undefined)
    102	-2	-1	-0.5	3	nt	-1	2	1.8	-2
24) Cc1ccc(C)c(SCC(=O)Nc2ccc(S(=O)(=O)Nc3ncccn3)cc2)c1
    93	10	-2	-3.7	4	-2	2	6	1.0	-1
25) O=C(O)CCC(=O)N1CCc2cc(S(=O)(=O)NC3CCCc4ccccc43)ccc21 (centres undefined)
    104	7	-1	-1.8	nt	-5	0	3	0.3	-4
26) COc1ccccc1NC(=O)COC(=O)Cc1cccs1
    101	-25	-3	-0.3	-1	1	-1	-1	1.1	-14
27) Cc1ccc(CNC(=O)C(=O)NCC2CCCN2S(=O)(=O)c2cc(C)ccc2C)cc1 (centres undefined)
    91	-11	5	-2.5	-1	-1	-4	1	1.4	-7
28) O=C1c2ccc([N+](=O)[O-])cc2C(=O)N1c1ccc(Cl)cn1
    100	3	6	-2.2	2	-3	1	1	3.2	-11
29) CCN(CC)CCCNC(=S)N(Cc1cccnc1)Cc1cc2cc(C)ccc2[nH]c1=O
    94	29	2	-2.3	26	2	2	-4	-1.6	8
30) OCC1(Cc2cccc(Cl)c2)CCCN(Cc2ccc3cc(F)ccc3n2)C1 (centres undefined)
    109	-6	-11	-0.9	-7	-1	2	-4	3.3	3
31) Cc1ccc(-n2nc3c(c2NC(=O)c2cccs2)CS(=O)(=O)C3)c(C)c1
    nt	30	4	-0.7	2	-2	1	2	2.1	-14
32) Cc1ccc(Cl)cc1C1=CC(=O)C[C@H](c2ccc(F)cc2)C1
    97	4	-2	-3.8	nt	-2	0	-10	-0.2	-7
33) COc1ccc2oc(C(=O)Nc3nccs3)c(C)c2c1
    92	7	-2	-1.0	-1	-1	0	0	0.7	-9
34) CC(C)CCN1CCN=C1Nc1ccccc1
    98	27	-1	-1.0	nt	29	-4	1	2.5	-6
35) CCCCCCCNC(=O)C1(CC2CC(c3ccc(Cl)cc3)=NO2)CCN(C(=O)C2(C)CC2)CC1 (centres undefined)
    100	15	-3	-0.9	nt	-4	2	-1	-3.4	-9
36) COc1cc(/C=C(\C#N)C(=O)NCC2CCCO2)ccc1OCC(N)=O (centres undefined)
    118	-13	-4	0.1	-2	-3	4	2	-1.9	-11
37) Cc1ccc(C(=O)Nc2cccc3cccnc23)cc1Br
    111	10	nt	nt	-3	nt	2	nt	nt	nt
38) O=C(CN1C(=O)c2ccccc2S1(=O)=O)Nc1cccc(S(=O)(=O)N2CCOCC2)c1
    88	6	1	-0.7	-1	nt	0	-2	1.1	1
39) CN1CCN(c2ccc(S(=O)(=O)N3CCCCC3)cc2NC(=O)CCc2ccccc2)CC1
    nt	-8	-3	-0.1	3	-4	-7	1	-0.7	-8
40) CCCC(=O)N1CCC(O)(c2cccc(F)c2)CC1
    112	16	-1	0.1	nt	3	-2	1	-1.0	-9
41) O=C(COC(=O)CCNS(=O)(=O)c1ccc(Cl)cc1)Nc1ccccc1OC(F)F
    96	1	-1	-1.4	-4	-3	3	4	-1.1	-3
42) COc1ccc(CC(=O)NNC(=O)c2ccco2)cc1
    105	-2	2	-0.7	-2	0	-2	2	1.8	-6
43) COc1ccc(NC(=O)N2CCCCC2c2cccnc2)cc1 (centres undefined)
    112	3	-1	-0.8	2	2	-3	-1	5.3	-11
44) C[C@H](CO)N1C[C@H](C)[C@@H](CN(C)Cc2ccc(-c3ccccc3)cc2)Oc2c(NC(=O)Nc3ccc4c(c3)OCO4)cccc2C1=O
    102	-7	3	-1.0	nt	0	3	0	3.0	3
45) O=C(NC(Cc1ccccc1)C(=O)O)OCc1ccccc1 (centres undefined)
    99	1	-4	-1.1	-4	-6	3	1	0.3	-10
46) COc1ccc(N2CCN(S(C)(=O)=O)CC2)cc1
    62	28	3	-2.4	-1	2	-3	0	0.0	2
47) CCN1CN=C(NS(=O)(=O)c2ccc(C)cc2)NC1
    100	5	6	nt	2	-4	0	1	0.3	-3
48) COc1cc2nc(NC(=O)c3ccco3)sc(=O)c2cc1OC
    102	-2	-3	-1.3	0	nt	1	-2	1.6	2
49) COC(=O)c1cc(CNC(=O)c2ccccc2Cl)ccc1OC
    94	0	-1	-2.6	-2	-3	2	0	1.1	-3
50) CCN1C[C@@H]2[C@@H]3C(=O)N(C)C(=O)[C@@H]3[C@](C)(C1=O)N2C(=O)c1ccccc1
    107	16	-1	-0.5	nt	-3	-2	1	-2.1	-14
51) CC(C)(C)c1ccc(NC(=O)COC(=O)c2ccc3ncsc3c2)cc1
    112	5	1	-0.6	0	-17	1	-2	1.9	5
52) Cc1ccc2nc(C)cc(Cl)c2c1
    96	5	-1	-3.3	0	0	-2	1	-0.6	-4
53) CCCOc1ccc(-c2nc(N)n[nH]2)cc1
    101	22	4	-0.2	nt	-1	6	1	0.4	-4
54) CC(C)CC(=O)NC(Nc1ccc([N+](=O)[O-])cc1)C(Cl)(Cl)Cl (centres undefined)
    97	-7	3	-0.1	2	-3	1	1	3.8	2
55) O=C(Nc1ccc(O)c2c(=O)cc(-c3cccc(Cl)c3)oc12)c1ccc(F)cc1
    99	29	0	-0.5	nt	-2	-3	-3	-1.5	1
56) O=C(N/N=C/c1cccc(O)c1)c1ccccc1O
    102	6	-3	-2.4	-1	-6	0	-2	1.1	-4
57) Cc1cc(=O)n2c3c(cccc13)CCC2
    110	-10	-8	-0.4	0	20	0	2	0.5	-7
58) Cc1cc(NCC(=O)Nc2ccc(C)c(S(=O)(=O)N3CCOCC3)c2)ccc1Br
    108	nt	nt	nt	0	nt	0	-2	nt	nt
59) CCOC(=O)c1cc(-c2cccs2)nc2c1c(C)nn2-c1ccccn1
    76	-19	1	-1.7	-4	-10	0	-5	-0.2	0
60) O=C1CN(C(=O)COC(=O)Cc2ccccc2F)c2ccccc2N1
    102	-3	-9	-0.6	1	-3	0	0	1.1	-7

Continuation:
Values run as follows: DSG3 Ab inh	Arrestin-AP2 inh	Keap1-Nrf2 PPI	CAL PDZ FP-1	NSD2 inh	CAL PDZ FP-2	V-ATPase pHluor	DAGLB inh	LANA DNA inh	Cardiac RTF inh
61) O=C(COC(=O)Cc1c(Cl)cccc1Cl)NC1CCCC1
    104	33	-1	-0.3	0	6	4	-5	-1.3	-6
62) CC(C)C1N(C(=O)CN2CCCCC2)CCN1S(=O)(=O)c1ccccc1 (centres undefined)
    89	-20	-1	-0.5	3	29	-3	-1	-0.4	-3
63) Cc1cc(Br)ccc1SCC(=O)OCC(=O)Nc1ccccc1C#N
    108	-1	-3	-0.6	-1	-1	1	-5	-0.1	8
64) C[C@H]1CCC[C@@]2(O[C@H](CCO)C[C@@H](O)[C@@H]2O)O1
    102	-8	-7	-1.9	nt	-1	3	-2	1.8	-7
65) COc1ccc(CC(=O)Nc2sc3c(c2C(N)=O)CCCC3)cc1
    nt	-20	1	1.3	1	-4	-5	0	1.5	-1
66) O=C(Nc1cccc(OCC(=O)N2CCOCC2)c1)c1cccc([N+](=O)[O-])c1
    107	-2	-6	-0.8	1	nt	-2	2	-0.7	0
67) CCOC(=O)C1=C(c2ccccc2)OC(N)=C(C#N)C1C1CCCCC1 (centres undefined)
    107	32	-3	-1.3	0	-1	-4	-2	0.2	1
